Screens deposited in PubChem BioAssay by several laboratories.
M4 PAM: human M4 muscarinic receptor positive allosteric modulators, primary screen, CHO-K1 cells, Fluo-8 calcium fluorescence. actives 0.4% (n = 360,000). Muscarinic acetylcholine receptor M4 (Homo sapiens), P08173. activation, % at 3 µM. CHO-K1 hM4/Gqi5, ACh EC20; 0% = ACh EC20, 100% = maximal ACh;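 active = activation above its plate's cutoff, the mean activation of sample wells plus 3 SD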; also: some results filed as inactive read as strong as hits
Target sequence (P08173 whole entry, looked up): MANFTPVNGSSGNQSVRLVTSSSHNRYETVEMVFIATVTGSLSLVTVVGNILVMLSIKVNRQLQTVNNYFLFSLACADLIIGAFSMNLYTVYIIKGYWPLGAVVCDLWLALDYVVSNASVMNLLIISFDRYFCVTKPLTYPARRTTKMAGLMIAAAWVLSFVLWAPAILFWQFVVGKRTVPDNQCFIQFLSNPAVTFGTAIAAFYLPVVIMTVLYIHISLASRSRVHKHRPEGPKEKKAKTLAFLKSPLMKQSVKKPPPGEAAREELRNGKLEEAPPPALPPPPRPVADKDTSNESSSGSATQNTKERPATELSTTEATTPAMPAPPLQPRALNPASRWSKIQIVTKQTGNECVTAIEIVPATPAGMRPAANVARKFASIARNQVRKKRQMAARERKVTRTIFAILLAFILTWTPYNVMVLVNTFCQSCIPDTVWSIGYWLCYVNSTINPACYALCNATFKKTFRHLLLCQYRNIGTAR
CRFBP-R2 agonist: agonists of CRF-BP/CRF-R2 complex, primary screen, cell-based, HEK293, calcium dye fluorescence, uHTS; actives 0.46% (n = 350,000); CRF-binding protein / CRF receptor 2 complex (human); calcium dye fluorescence (FLIPR); percent of saturating CRF peptide response; activation, % at 13.2 µM; AID 588473, 2011;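 active = activation of at least 50%, plus an integration ratio under a set limit after plate pattern correction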;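 also: plate controls were neutral control wells without compound for no effect and CRF at EC100 for full effect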
CHRM5 PAM: human M5 muscarinic receptor positive allosteric modulators, primary screen, CHO-K1 cells, Fluo-8 calcium fluorescence | activation, % at 3 µM | CHO-K1 hM5, ACh EC20 PAM; 0% = ACh EC20, 100% = ACh EC100 | actives 0.3% (n = 360,000);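 active = activation above the run cutoff, the mean activation of all test compounds plus 3 SD, cut at about 18% in these data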
Target sequence (P08912 whole entry, looked up): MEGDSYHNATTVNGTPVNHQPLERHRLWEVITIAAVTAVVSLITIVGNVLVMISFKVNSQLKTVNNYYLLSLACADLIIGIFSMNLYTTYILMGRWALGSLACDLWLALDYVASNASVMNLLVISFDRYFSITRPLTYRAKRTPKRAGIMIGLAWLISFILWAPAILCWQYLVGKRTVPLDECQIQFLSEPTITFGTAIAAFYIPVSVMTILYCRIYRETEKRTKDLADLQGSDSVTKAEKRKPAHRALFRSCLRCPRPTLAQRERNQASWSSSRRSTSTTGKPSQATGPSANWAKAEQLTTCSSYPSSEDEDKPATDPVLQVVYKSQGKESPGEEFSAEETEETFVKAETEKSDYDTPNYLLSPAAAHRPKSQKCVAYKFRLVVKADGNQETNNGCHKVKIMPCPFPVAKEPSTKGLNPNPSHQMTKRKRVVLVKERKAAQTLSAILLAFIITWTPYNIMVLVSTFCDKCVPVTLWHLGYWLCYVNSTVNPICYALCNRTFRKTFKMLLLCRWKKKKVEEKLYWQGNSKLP
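Replicates: One well per compound, no replicates | System: Human M5 receptor in CHO-K1 cells | Benchmarks: Low control EC20 acetylcholine (0%), high control EC100 acetylcholine (100%) | Probe or stimulus: Acetylcholine, EC20 level | Times: Fluo-8 loading 80 min at 37 °C plus 30 min room temperature | Signal: Intracellular calcium via Fluo-8 fluorescence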
M5 ag: human M5 muscarinic receptor agonists, primary screen, CHO-K1 cells, Fluo-8 calcium fluorescence. Muscarinic acetylcholine receptor M5 (Homo sapiens), P08912. actives 0.19% (n = 360,000). AID 624037, 2012. activation, % at 3 µM. CHO-K1 hM5 cells; 0% DMSO wells, 100% maximal acetylcholine response;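 active = activation above the run's mean over test compounds plus 3 SD, cut at about 23% in these data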;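 also: signal is peak over basal fluorescence ratio across the kinetic read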
TAAR1 agonist: human TAAR1 agonists, primary screen, Fluo-8 calcium fluorescence, CHO RD-HGA16 cells; vehicle wells 0%, saturating PEA agonist 100%; Trace amine-associated receptor 1 (Homo sapiens), Q96RJ0; activation, % at 3 µM; actives 0.99% (n = 360,000); AID 624467, 2012;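 active = activation above the mean activation of all test compounds in the run plus 3 SD, cut at about 38% in these data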
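System: CHO-derived RD-HGA16 cells with stable Gα16 and human TAAR1 / Times: 17-24 h plating, Fluo-8 75 min 37 °C, 30 min RT / Technique: calcium-sensitive Fluo-8 signal, excitation 470-495, emission 515-575 nm / Measure: % activation relative to PEA EC100 response / Benchmarks: DMSO and PEA EC100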
CRFR2-BP antag: antagonists of CRF-BP/CRF-R2 complex, primary screen, cell-based, HEK293, calcium dye fluorescence, uHTS; CRF-induced calcium fluorescence; actives 0.59% (n = 350,000); AID 588475, 2011; inhibition, % at 11.8 µM;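 active = inhibition of the ligand-induced calcium signal above about 50% at the single tested concentration, limit read from the data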
CHO-K1 Ca PAM: nonselective calcium activators in parental CHO-K1 cells, primary screen, counter-screen for M1 PAM project, cell-based, Fluo-8 calcium fluorescence, full deck, 1536-well; ATP EC20; 0% at ATP EC20, 100% at ATP max; activation, % at 3 µM; actives 0.02% (n = 360,000);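 active = activation above the run cutoff, the mean activation of all test compounds plus 3 SD, cut at about 40% in these data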;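 also: peak over basal fluorescence ratio in a 140 s read after ATP addition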
TAAR1 antagonist: human TAAR1 antagonists, primary screen, Fluo-8 calcium fluorescence, CHO RD-HGA16 cells. Trace amine-associated receptor 1 (Homo sapiens), Q96RJ0. antagonist. inhibition, % at 3 µM. actives 1.5% (n = 360,000). AID 624466, 2012;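 active = inhibition above a per-plate cutoff, the mean inhibition of test compounds on that plate plus 3 SD, cut at about 49% in these data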;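 also: 0% = DMSO plus EC80 beta-PEA response and 100% = DMSO alone without agonist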
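Material: RD-HGA16 CHO cells with stable hTAAR1 and Gα16; Dosing: single nominal final test compound concentration of 3 µM; Schedule: seeding 17-24 h prior, 75-min 37 °C, 30-min RT dye loading; Detection: kinetic Fluo-8 calcium fluorescence measurement; Measure: % inhibition from peak post-agonist over basal fluorescence ratio; Benchmarks: vehicle and agonist controls.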
M5 antag: human M5 muscarinic receptor antagonists, primary screen, CHO cells, Fluo-8 calcium fluorescence; Muscarinic acetylcholine receptor M5 (Homo sapiens), P08912; CHO-hM5 cells, ACh EC80; inhibition, % at 3 µM; actives 0.59% (n = 360,000); AID 624040, 2012;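 active = inhibition above a per-plate cutoff, the mean of that plate's test compounds plus 3 SD, cut at about 27% in these data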;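 also: 0% = acetylcholine EC80 with DMSO and 100% = DMSO without agonist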
An asterisk follows results filed as active; . = not tested or not shown.

SMILES	M4 PAM	CRFBP-R2 agonist	CHRM5 PAM	M5 ag	TAAR1 agonist	CRFR2-BP antag	CHO-K1 Ca PAM	TAAR1 antagonist	M5 antag
CCNC(=O)N(C)c1c(CC)nc2ccc(C(=O)N3CCN(C(C)=O)CC3)cn12	6.7	.	-2.2	0.5	1.4	.	25.6	-20.7	4.4
O=C(Cn1cnc2cc([N+](=O)[O-])ccc2c1=O)NCCc1ccc(Cl)cc1	5.8	-1.7	-2.9	4.1	4.1	9.6	5.8	-29.3	9.9
CCN(Cc1cnn(C)c1)C(=O)C1CCC(=O)N(CCc2ccc(OC)cc2)C1 (centres undefined)	-5.0	-0.9	1.4	-0.7	4.2	2.4	12.2	-14.8	5.2
Cc1ccc(N2C(=O)SC(N(CC(=O)O)c3ccc(C)cc3)C2=O)cc1 (centres undefined)	11.7	0.3	11.7	-1.9	5.0	-5.9	8.2	7.5	-6.2
CO/N=C/c1cccn1-c1nccc(OC)c1C#N	7.4	-0.6	7.1	2.7	6.1	44.2	4.8	-4.4	-8.6
Cc1ccc(CNC(=O)CN(C)S(=O)(=O)c2cccs2)cc1	9.7	-1.3	-1.0	0.8	4.7	13.3	9.0	11.3	0.1
CC1=C(C(=O)Nc2cccc(C(=O)NC3CCCCC3C)c2)SCCO1 (centres undefined)	-8.3	-0.6	-11.8	-1.4	4.5	-6.9	-9.7	-1.4	14.3
NS(=O)(=O)c1ccc(CCNC(=O)/C=C/c2ccc([N+](=O)[O-])cc2)cc1	2.0	-2.8	-1.1	1.3	2.6	6.7	-18.8	26.0	6.1
O=[N+]([O-])c1ccc(Oc2cccc(Br)c2)c2ccncc12	-7.4	-0.8	-0.4	-6.3	1.5	-25.6	27.0	-17.8	-4.5
COCCN(C(=O)C1CCN(C(=O)c2ccccc2C)CC1)c1c(N)n(CC(C)C)c(=O)[nH]c1=O	11.6	4.1	-6.7	0.6	4.9	-11.2	6.3	-0.2	-3.3

Of the compounds above, 3 contain a nitro group on carbon.
SMILES	M4 PAM	CRFBP-R2 agonist	CHRM5 PAM	M5 ag	TAAR1 agonist	CRFR2-BP antag	CHO-K1 Ca PAM	TAAR1 antagonist	M5 antag
O=C(Cn1cnc2cc([N+](=O)[O-])ccc2c1=O)NCCc1ccc(Cl)cc1	5.8	-1.7	-2.9	4.1	4.1	9.6	5.8	-29.3	9.9
NS(=O)(=O)c1ccc(CCNC(=O)/C=C/c2ccc([N+](=O)[O-])cc2)cc1	2.0	-2.8	-1.1	1.3	2.6	6.7	-18.8	26.0	6.1
O=[N+]([O-])c1ccc(Oc2cccc(Br)c2)c2ccncc12	-7.4	-0.8	-0.4	-6.3	1.5	-25.6	27.0	-17.8	-4.5

More entries.
SMILES	M4 PAM	CRFBP-R2 agonist	CHRM5 PAM	M5 ag	TAAR1 agonist	CRFR2-BP antag	CHO-K1 Ca PAM	TAAR1 antagonist	M5 antag
COc1ccc2cc(-c3[nH]ncc3CN3CCCCO3)ccc2c1	-0.6	2.2	-7.2	2.0	12.7	-129.1	20.2	-4.7	-3.8
COC(C(=O)Nc1ccc(C(C)=O)cc1)c1ccccc1 (centres undefined)	-4.2	-1.8	-5.2	-3.8	4.2	-0.9	-11.4	9.0	1.7
CCc1cccc(CC)c1NC(=O)COC(=O)c1cccc(-c2ccc(OC(C)=O)cc2)c1	0.3	-1.1	2.0	1.3	5.0	0.4	7.4	5.7	5.6
Cc1ccc(S(=O)(=O)NCC(=O)NCC(=O)NCCc2ccc(Cl)cc2)cc1C	2.2	-0.1	7.3	-0.9	-0.6	11.1	4.6	-9.0	-13.5
Cc1ccc(CNC(=O)[C@H](C)NC(=O)C2CCN(C(=O)[C@@H](N)CC(C)C)CC2)cc1	1.8	4.5	1.7	1.0	4.9	5.5	3.0	-13.1	1.9
CCOC(=O)N1CCN(C(=O)C[C@@H]2C[C@@]3(C(=O)OC)CCCCC=C3N(Cc3ccc(Cl)cc3Cl)C2=O)CC1	-9.4	.	-4.1	-0.1	0.2	.	-6.6	24.2	4.0
COc1cccc(-c2ccc(C#N)c(SCC(=O)NCCc3ccccc3)n2)c1	4.7	1.4	1.0	-2.4	-2.2	-6.5	7.2	-9.3	-4.6
COc1ccc2nc(NC(=O)C3CCCN(S(=O)(=O)c4cccs4)C3)sc2c1 (centres undefined)	-4.8	0.9	-8.8	-1.2	8.9	-7.2	10.3	13.4	5.0
CC(C)(C)c1ccc(/C=N/Nc2ccc(C(=O)O)cc2)cc1	2.8	-1.3	0.7	4.0	-2.4	27.3	13.7	8.3	1.9
CCN(CC)CCNC(=O)Cn1nc(Cc2cccnc2)c2ccccc2c1=O	4.8	2.2	6.9	0.1	1.5	-7.4	5.9	-18.6	-3.2
C=CCNc1nnc(Cc2ccc(F)cc2)c(=O)[nH]1	2.3	10.8	8.5	-0.1	1.7	-14.1	4.8	-14.6	-6.9
O=C(CCC(=O)N1CCOCC1)NCCc1ccc(Cl)cc1Cl	1.5	0.6	-8.8	-3.9	4.0	-3.4	-4.9	-15.9	20.2
O=C(NC1CCCC1)C(c1ccco1)N1CCC(O)(c2ccc(Cl)cc2)CC1 (centres undefined)	-7.5	.	-8.0	-2.3	1.2	.	.	-8.1	9.8
Cc1nn(C)c(C)c1S(=O)(=O)N1CCC(C(=O)NCCC2=CCCCC2)CC1	-2.1	-1.4	-8.0	1.7	0.8	7.0	11.3	-15.3	9.7
CN(C)S(=O)(=O)c1cccc(COC(=O)c2ccc(Cl)cc2O)c1	-21.0	2.2	-28.3	1.5	1.6	15.5	-14.6	8.3	13.3
Cc1ccc(S(=O)(=O)N2CCC(C(=O)OC3CCOC3=O)CC2)cc1C (centres undefined)	5.0	-0.6	-1.9	-3.1	0.2	-11.3	2.0	-5.7	3.4
CCc1cccc2c(=O)c(C(=O)N3CCCCCC3)c[nH]c12	7.9	-0.3	1.4	-0.7	15.2	-2.2	5.5	-2.9	-2.2
CS(=O)(=O)N(Cc1ccccc1F)c1ccccc1	6.9	1.9	7.3	-1.6	10.5	-10.6	-0.8	2.3	5.4
O=C(C1CC1)N1CCc2cc(S(=O)(=O)N3CCCc4ccccc43)ccc21	7.2	-1.9	5.2	-3.8	3.6	-5.2	8.2	3.0	-6.8
CCCNS(=O)(=O)c1ccc(-n2cnnn2)c(OC)c1	1.4	7.7	3.5	-0.1	-0.1	1.4	6.9	7.1	6.1
COc1ccc(C(=O)Nc2ccc(N3CCOCC3)cc2)cc1S(=O)(=O)N1CCOCC1	0.1	-0.8	2.1	0.2	0.8	-2.1	-10.8	-20.0	1.6
O=C(CN1c2cccc3cccc(c23)S1(=O)=O)Nc1ccccc1F	-2.9	-1.8	-1.3	0.1	0.2	3.1	-17.5	-1.2	20.0
O=c1[nH]c(=S)ccn1C1OC(CO)C(O)C1O (centres undefined)	2.8	-1.5	0.7	0.8	5.9	-4.8	-2.4	-35.0	-2.6
C=CCN(c1ccccc1)S(=O)(=O)c1cccc(C(=O)NCC(c2ccc(F)cc2)N2CCOCC2)c1 (centres undefined)	-3.1	0.3	-4.2	-5.7	-1.9	31.0	-5.4	-34.9	3.3
Cn1c(C(=O)O)cc2cc(F)ccc21	10.0	2.4	-2.3	-3.0	4.0	0.0	4.1	-18.6	-0.9
COCc1cc(Sc2ccc(OC)cc2)nc(-c2ccccc2)n1	-3.2	7.8	5.1	-1.1	7.9	-37.0	20.1	3.1	3.2
Nc1nc(-c2ccc([N+](=O)[O-])cc2)c(C(=O)Nc2ccc(Cl)cc2)s1	-5.7	-0.2	1.6	2.4	11.3	6.4	15.8	-40.4	5.7
COc1ccccc1/C=C/C=N/Nc1cccc(C(=O)O)c1	4.2	0.8	1.6	-2.6	11.9	6.3	5.6	-0.3	-0.7
Cc1ccccc1-c1n[nH]c(=S)n1Cc1ccccc1	-2.4	-1.3	-2.2	-2.6	-0.2	-3.6	11.2	-17.3	6.0
Cc1cc(C)c(C)c(S(=O)(=O)NCCCN2CCOCC2)c1C	7.9	-1.9	3.1	-2.5	6.0	1.9	6.4	10.5	-8.8
Cc1cccc(-n2nnc(C(=O)NCc3ccccc3)c2N)c1	-0.2	-1.8	-8.1	-5.8	1.0	3.9	14.1	14.4	-1.2
CCn1c(C)c(C(C)=O)c(N2CCN(c3ccc(F)cc3)CC2)nc1=S	11.1	2.0	13.5	-5.6	1.1	-12.6	16.9	2.7	1.9
Cc1ccc(N2C(=O)c3ccccc3C2=O)cc1	4.3	-1.4	-0.8	-4.9	-1.5	25.7	-0.6	-34.5	7.3
COc1ccc(S(=O)(=O)N2CCOCC2)cc1NC(=O)c1ccncc1	0.9	-1.9	-0.2	0.6	4.3	2.8	14.7	-4.2	3.5
CCC(C)Oc1ccccc1C1CC(=O)NC2=C1C(=O)CCC2 (centres undefined)	4.0	-0.5	6.6	0.2	10.7	7.7	-3.1	0.9	3.9
COc1ccc(N2CCN(C(=O)COC(=O)CNC(=O)c3ccc(C)cc3)CC2)cc1	2.6	-1.3	-5.7	5.1	1.9	3.4	3.8	-17.7	-0.5
NC(=O)C[C@H](N)c1cn([C@@H](CC(N)=O)C(=O)N2CCNCC2)nn1	7.5	5.2	1.5	-3.3	0.7	4.0	-11.0	4.6	-7.8
COC(=O)C(NNc1ccccc1)(NC(=O)c1ccc(F)cc1)C(F)(F)F (centres undefined)	-3.3	0.5	10.4	-9.7	10.1	-2.4	6.3	-0.8	-1.2
O=C(NC1CCCCC1)C(c1ccccc1)N(C(=O)c1csnn1)C1CC1 (centres undefined)	2.8	0.2	1.2	-2.1	-0.6	-13.3	9.7	-20.9	-0.4
CC(C)(C)C(C(=O)NC1CCCC1)N1CCN(c2ncccc2C#N)CC1 (centres undefined)	-0.1	.	3.8	0.8	1.6	.	.	0.7	-2.8
COc1ccc(S(=O)(=O)Nc2cccc3c2O[C@H](CN(C)C(=O)Nc2ccc(C(F)(F)F)cc2)[C@@H](C)CN([C@H](C)CO)C3=O)cc1	1.3	-1.6	-0.7	-8.2	3.6	-6.6	30.0	-2.8	2.4
CCC(CC)C(=O)c1c[nH]c(C(=O)OC)c1	-3.0	-0.7	1.3	1.1	4.6	-1.0	15.7	-6.8	8.3
O=C(CSc1nnnn1C1CCCCC1)N1CCOCC1	-2.3	1.7	-3.6	-0.7	1.9	3.6	19.2	6.2	-4.2
